Bioassay records from PubChem BioAssay.
IL1B_cytotox – cytotoxicity in IL-1B stimulated HUVEC, primary screen, cytotoxicity control for IL-1B NFkB translocation project, imaging, Hoechst nuclear count, IL-1B stimulus; 94,000 tested, 0.41% active; cell count reduction, % at 2 µM; AID 845, 2007; HUVEC cell count loss;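 active = cell count reduction more than 3 SD above the screen-wide mean, cut at about 70% in these data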;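 note: normalized per plate to untreated control cells as the no-loss baseline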
Pyk2_oligo_antag – antagonists of Pyk2 self-association, primary screen, Q293 cells, FERM NanoBiT luminescence, HTS | z-score (the deposit names both 25 µM and 10 µM) | 99,000 tested, 0.83% active | stronger effect = lower value | Protein-tyrosine kinase 2-beta (Homo sapiens), Q14289;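 active = Z-score of -3 or lower, scaled per plate to the spread of control and sample wells; inactive = z-score above -3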;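 note: negative z-score means lost luminescence so less FERM oligomerization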
LYP_act – LYP phosphatase activators, primary screen, biochemical, DiFMUP fluorescence, 2 µM | activation, % at 2 µM | recombinant LYP; 0 = plate median, 100 = signal doubled | Tyrosine-protein phosphatase non-receptor type 22 (Homo sapiens), Q9Y2R2 | 96,000 tested, 0.11% active;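 active = activation at 2 µM above a set limit, the mean plus 5 SD, cut at about 37% in these data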
FAK_inh – FAK kinase inhibitors, primary screen, biochemical. biochemical FAK kinase activity assay. inhibition, %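 (tested at 7 µM)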. 97,000 tested, 0.84% active; in the data active = inhibition above about 19%;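 note: 0% = DMSO and 100% = reference compound high control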
HUVEC_tox_TNFa – cytotoxicity in TNFa-stimulated HUVEC, primary screen, cytotoxicity control for VCAM1 expression modulator project, imaging, Hoechst nuclei count; 93,000 tested, 0.17% active; HUVEC TNFalpha-stimulated, Hoechst cell count; cell count reduction, % at 2 µM;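 active = cell count reduction exceeding the screen mean by over 5 SD, scaled to untreated wells per plate, cut at about 78% in these data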;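 note: cells counted after 24 h of TNF alpha exposure following the 1 h pretreatment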
F-actin_modifier – modifiers of F-actin cytoskeleton organization, primary screen, imaging, HUVEC, phalloidin staining, high-content imaging | HUVEC TNFa F-actin phalloidin imaging | 91,000 tested, 0.18% active | AID 836, 2007 | inhibition, % at 2 µM;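 active = inhibition above the batch mean plus 3 SD and confirmed as a hit by visual image inspection, cut at about 30% in these data, passing the limit was not always enough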; note: strong numbers were not always called active
PTPN22_inh_2 – PTPN22 phosphatase inhibitors, primary screen, biochemical, DiFMUP fluorescence, 2 µM | Tyrosine-protein phosphatase non-receptor type 22 (Homo sapiens), Q9Y2R2 | recombinant LYP catalytic domain | inhibition, % at 2 µM | 96,000 tested, 0.21% active | AID 640, 2007;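 active = inhibition at 2 µM at or above a set limit, the screen mean plus 3 SD, cut at about 24% in these data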;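 note: 0% = DMSO with enzyme and 100% = enzyme fully blocked by orthovanadate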
VCAM1_TNFa_inh – inhibitors of TNFa-induced VCAM1 expression, primary screen, imaging, HUVEC, TNFa stimulus, immunofluorescence; HUVEC TNFa-induced VCAM-1 immunofluorescence, high-content imaging; inhibition, % at 2 µM; 95,000 tested, 0.48% active;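 active = inhibition above the batch mean plus 3 SD, with images confirmed as a hit by eye, cut at about 37% in these data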;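 note: 0% = TNF-stimulated DMSO wells and 100% = unstimulated control wells; not every result past the cut was called active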
Active calls of the source: *.

SMILES IL1B_cytotox Pyk2_oligo_antag LYP_act FAK_inh HUVEC_tox_TNFa F-actin_modifier PTPN22_inh_2 VCAM1_TNFa_inh
Cc1cccc2c1NC(=O)C2(c1ccc(O)cc1)c1ccc(O)cc1 -11 -0.07 11 -2 -34 -3 -7 -1

A portion of the library (hit frequency here may not be typical).
